# UGM FP inh – M. tuberculosis UGM enzyme inhibitors, primary screen, biochemical, fluorescence polarization, single point. UDP-galactopyranose mutase (Mycobacterium tuberculosis (strain ATCC 25618 / H37Rv)), …. purified UGM, fluorescence polarization probe displacement. inhibition, % at 10 µM. 320,000 tested, 0.06% active; in the data active means inhibition above about 10%, passing the limit was not always enough; inconclusive means no clear call, values can overlap the other calls
# BoNT-F LC inh – BoNT/F light chain protease inhibitors, primary screen, biochemical, flow cytometry, MLPCN library | Botulinum neurotoxin type F light chain protease (Clostridium botulinum) | AID 588497, 2011 | inhibition, % at 10 µM | Multiplex microsphere protease cleavage assay | 360,000 tested, 0.22% active; in the data active means inhibition above about 35%, passing the limit was not always enough; inconclusive means no clear call, values can overlap the other calls; further: plate controls were buffer without enzyme for full effect and enzyme alone for no effect
# BioA inh – M. tuberculosis BioA enzyme inhibitors, primary screen, biochemical, plate reader, single point, HTS | 7,8-diaminopelargonic acid synthase BioA (Mycobacterium tuberculosis) | purified M. tuberculosis BioA enzyme | inhibition, % at 9.99 µM | 360,000 tested, 0.096% active | AID 602481, 2012; in the data active means inhibition above about 40%; inconclusive means no clear call, values can overlap the other calls
# FadD28 FP inh – inhibitors of FadD28 bisubstrate probe binding, primary screen, biochemical, fluorescence polarization, single point | 360,000 tested, 0.22% active | AID 588549, 2011 | inhibition, % at 12.5 µM; in the data active means inhibition above about 8.5%, passing the limit was not always enough; inconclusive means no clear call, values can overlap the other calls
# PrPC TRFRET – inhibitors of human cell surface prion protein PrPC, primary screen, cell-based, TR-FRET; AID 720596, 2013; Major prion protein (Homo sapiens), P04156; 370,000 tested, 0.43% active; inhibition, % at 13.8 µM; TR-FRET read-out; in the data active means inhibition above about 24%; further: 0% = median of the test wells and 100% = reference compound wells
# Rv3671c inh – Rv3671c serine protease inhibitors, primary screen, biochemical, fluorescence polarization, M. tuberculosis H37Rv. P9WHR9. inhibition, % at 5.96 µM. 320,000 tested, 0.048% active. AID 2606, 2010; in the data active means inhibition above about 38%;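 further: extracellular domain of Rv3671c used as enzyme; 0% = enzyme with DMSO and 100% = no enzyme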
# Target sequence (P9WHR9 whole entry, looked up, the tested form may be a part): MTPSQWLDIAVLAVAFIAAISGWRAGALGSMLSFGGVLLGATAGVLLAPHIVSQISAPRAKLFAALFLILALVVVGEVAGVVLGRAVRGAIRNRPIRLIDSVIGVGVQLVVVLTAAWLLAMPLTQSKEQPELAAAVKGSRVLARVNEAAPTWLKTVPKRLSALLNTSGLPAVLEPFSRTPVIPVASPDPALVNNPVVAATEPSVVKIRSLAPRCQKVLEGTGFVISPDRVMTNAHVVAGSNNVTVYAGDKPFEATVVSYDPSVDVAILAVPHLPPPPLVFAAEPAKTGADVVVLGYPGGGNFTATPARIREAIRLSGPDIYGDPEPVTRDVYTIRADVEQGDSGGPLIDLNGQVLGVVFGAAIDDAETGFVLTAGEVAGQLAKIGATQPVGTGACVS
# GDH-TPI inh – GDH-TPI coupling enzyme inhibitors, primary screen, artefact control for M. tuberculosis FBA inhibitor project, biochemical, absorbance, full deck; GDH-TPI coupled enzyme counterscreen, NADH absorbance; inhibition, % at 4.8 µM; 360,000 tested, 1.2% active; in the data active means inhibition above about 30%;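 further: 0% = DMSO wells and 100% = wells lacking the enzyme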
# MazF activator – activators of E. coli MazEF toxin-antitoxin RNase, primary screen, biochemical, fluorescence, uHTS | 350,000 tested, 0.32% active | activation, % at 20 µM | FAM/BHQ RNA-DNA oligo cleavage fluorescence, 5 h; in the data active means activation above about 50%
# Target sequence (P0AE70 whole entry, looked up): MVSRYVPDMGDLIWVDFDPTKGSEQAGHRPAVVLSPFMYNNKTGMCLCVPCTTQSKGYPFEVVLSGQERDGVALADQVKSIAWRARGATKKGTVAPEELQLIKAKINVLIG
# FBA Mtb inh – Mtb FBA enzyme inhibitors, primary screen, biochemical, fluorescence, strain H37Rv | purified M. tuberculosis FBA, fluorescence read-out | inhibition, % at 1 µM | 360,000 tested, 2.3% active | AID 588726, 2011; in the data active means inhibition above about 27%;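 further: 0% = vehicle and 100% = reference inhibitor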
# Target sequence (P9WQA3 whole entry, looked up): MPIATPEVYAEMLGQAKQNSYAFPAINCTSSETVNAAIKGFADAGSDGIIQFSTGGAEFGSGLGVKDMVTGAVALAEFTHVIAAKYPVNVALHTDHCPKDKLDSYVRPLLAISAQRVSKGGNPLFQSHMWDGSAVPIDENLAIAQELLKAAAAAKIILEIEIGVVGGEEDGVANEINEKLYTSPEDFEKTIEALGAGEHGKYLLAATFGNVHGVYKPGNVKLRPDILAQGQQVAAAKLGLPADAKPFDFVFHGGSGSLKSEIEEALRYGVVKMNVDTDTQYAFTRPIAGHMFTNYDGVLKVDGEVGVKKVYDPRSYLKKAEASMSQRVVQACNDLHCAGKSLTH
# An asterisk follows results filed as active; ? = inconclusive; . = not tested or not shown; & = joins results of further samples.
SMILES,UGM FP inh,BoNT-F LC inh,BioA inh,FadD28 FP inh,PrPC TRFRET,Rv3671c inh,GDH-TPI inh,MazF activator,FBA Mtb inh
C[C@]12c3[nH]c4ccccc4c3CCN1C(=O)C(CC(=O)NCc1ccco1)C[C@@H]2C(=O)N1CCCCC1 (stereo not given in full),-1.7,-6,0.1,-2.7,0,-2,-6,5,0
COc1ccc(-c2cc(NC(C)=O)c3ncc(-c4ccccc4)n3c2)c(OC)c1,.,-37,-0.9,-3.7,1,.,-1,.,3
CC(Cl)=CCn1c(NCCc2ccccc2)nc2c1c(=O)n(C)c(=O)n2C,.,0,-0.4,-1.1,11,.,15,.,3
CN(CC(=O)Nc1ccc(F)cc1)C(=O)C1CCN(S(=O)(=O)c2ccc3c(c2)OCCO3)CC1,-0.8,5,.,2.8,-2,-9,4,-1,1
CCCCN1C(=O)C(O)=C(C(C)=O)C1c1ccc(OC)cc1OC (stereo not given),-0.4,0,-0.7,1.1,13,-5,20,1,1
COc1ccc(/C=C/c2nc(-c3ccccc3O)n(-c3ccccc3)n2)cc1,2.3,-5,-0.3,-2.8,-4,-12,4,2,9
COc1ccccc1Cn1c(=O)c2ccccc2n2c(SCc3csc(C)n3)nnc12,0.6,5,.,-0.7,7,3,3,8,0
CCOc1ccccc1CNC(=O)C(C)n1nc(C)c2c(C)n(-c3ccccc3)nc2c1=O (stereo not given),3.7,-2,12,-2.4,13,4,-7,6,2
Cn1cnnc1SCC(=O)N1CCc2ccccc2C1,.,2,0.0,-4.5,4,.,5,7,0
CC(=O)c1ccc(OC(=O)CCN2c3ccccc3Sc3ccccc32)cc1,-0.2,3,.,-1.8,3,4,6,3,-1
COc1cccc(Oc2ccc(C(F)(F)F)cc2NC(=O)CCc2nc3ccccc3c(=O)[nH]2)c1,0.6,-36,-0.3,-2.4,4,-15,5,-4,-1
CC[C@H](C)[C@H](NC(=O)[C@H](Cc1ccc(O)cc1)NC(=O)[C@@H](N)C(C)C)C(=O)N[C@@H](Cc1cnc[nH]1)C(=O)N1CCC[C@H]1C(=O)N[C@@H](Cc1ccccc1)C(=O)O,-3.1,-19,1.1,-3.6,.,4,2,1,0
O=C(CSc1nnc(-c2ccncc2)o1)N1CCCC1,0.9,0,.,-3.1,3,-4,3,-1,-2
COc1ccc(-c2ccc(C(=O)C3CC3)cc2)cc1,-1.2,-6,-1.2,-0.2,-3,-1,3,3,60*
Cc1nc(SCC(=O)c2cccs2)c2oc3ccccc3c2n1,2.3,1,-3.8,-2.0,4,0,2,-1,1
CCCCCCCNC(=O)c1cc(-c2ccncc2)nc2ccccc12,1.3,-11,-2.2,-2.9,-5,2,0,0,0
CC(C(=O)N1CCN(C(=O)c2ccco2)CC1)N1C(=O)NC2(CCCCC2C)C1=O (stereo not given),-0.6,8,-1.6,-1.5,-3,-4,1,-2,0
CCOC(=O)N1CCN(c2c(N3CCN(c4ccc(F)cc4)CC3)c(=O)c2=O)CC1,0.1,-6,1.1,-2.1,4,-7,9,7,0
Cc1c(C(=O)N2CCN(Cc3cccs3)CC2)oc2ccccc12,3.8,3,1.8,-1.7,-1,-7,1,-4,0
CCN(C[C@H]1N[C@@](CC)(C(=O)OC)[C@H]2C(=O)N(C)C(=O)[C@@H]12)C(=O)Nc1ccc(OC)cc1,-2.2,1,0.6,-0.7,1,2,18,5,4

# 4 compounds picked at random from the list so far, as already listed:
SMILES,UGM FP inh,BoNT-F LC inh,BioA inh,FadD28 FP inh,PrPC TRFRET,Rv3671c inh,GDH-TPI inh,MazF activator,FBA Mtb inh
O=C(CSc1nnc(-c2ccncc2)o1)N1CCCC1,0.9,0,.,-3.1,3,-4,3,-1,-2
COc1ccccc1Cn1c(=O)c2ccccc2n2c(SCc3csc(C)n3)nnc12,0.6,5,.,-0.7,7,3,3,8,0
CN(CC(=O)Nc1ccc(F)cc1)C(=O)C1CCN(S(=O)(=O)c2ccc3c(c2)OCCO3)CC1,-0.8,5,.,2.8,-2,-9,4,-1,1
Cn1cnnc1SCC(=O)N1CCc2ccccc2C1,.,2,0.0,-4.5,4,.,5,7,0

# (further entries)
SMILES,UGM FP inh,BoNT-F LC inh,BioA inh,FadD28 FP inh,PrPC TRFRET,Rv3671c inh,GDH-TPI inh,MazF activator,FBA Mtb inh
Cc1ccc(S(=O)(=O)N2CCc3c2cc([N+](=O)[O-])cc3[N+](=O)[O-])cc1,-0.1,-10,.,-0.4,-2,0,17,-1,-2
CC(C)(C)c1csc(NC(=O)CSc2nc3ccccc3c(=O)[nH]2)n1,3.9,4,.,-2.0,4,-6,3,-4,1
Cc1ccc(O)c([C@H](CCN(C(C)C)C(C)C)c2ccccc2)c1,-0.3&-0.4,-2&-16,-3.8&0.0,-1.2&-3.0,0&4&0,4&3,4&2,3&2,2&-3
O=C(NC1CCN(Cc2ccccc2)CC1)c1ccc2c(c1)[nH]c(=O)n2Cc1ccc(F)cc1,-5.2,-7,.,-4.9,-3,-9,-5,9,4
O=C1CC(=O)N(c2cccc(C(F)(F)F)c2)C(=O)N1,-0.4,-19,-0.4,-2.8,-2,-1,-5,9,-1
CCOC(=O)c1sc(NC(=O)CN2CCN(c3ccc(OC)cc3)CC2)nc1C,0.8,-8,-2.8,-2.9,-6,.,-11,1,0
CC(C)c1cc[n+](-c2nc([O-])sc2C=O)cc1,3.4,12,.,-0.1,-34,-7,11,-14,-2
CC(OC(=O)Cc1ccccc1[N+](=O)[O-])C(=O)NC(=O)NC1CCCCC1 (stereo not given),-0.3,16,0.3,0.8,-4,-6,-3,-4,0
CS(=O)(=O)c1cnc(-c2cccnc2)nc1N,0.0,5,.,0.7,-3,1,7,4,-5
Cc1cc(C)c2nc(N3CCOCC3)c(C#N)cc2c1,0.0,?,-1.7,0.1,5,5,7,4,16
O=CN1CCN(C(C(=O)NC2CCCC2)c2cc3c(cc2[N+](=O)[O-])OCO3)CC1 (stereo not given),0.8,23,.,1.2,-4,-15,7,9,4
CCc1cc(C(=O)N2CCCC(C(=O)c3ccc(Cl)cc3)C2)no1 (stereo not given),3.0,8,0.8,-0.7,8,-3,2,1,0
COc1cccc(C(=O)Nc2ccc(N3CCCC3)cc2)c1,3.7,-51,-1.1,-1.8,11,-3,1,3,-4
CC1(C)C(C(=O)OCC(Cl)(Cl)Cl)N2C(=O)C(NC(=O)Cc3ccccc3)C2S1=O (stereo not given),1.3,20,-0.7,-2.2,-4,-1,9,-2,-1
O=C(COc1ncnc2c(Cl)cc(Cl)cc12)N1CCN(S(=O)(=O)c2ccccc2)CC1,1.5,?,-0.6,-0.2,-7,-1,-2,17,1
COCc1cc(C)n(CC(=O)OC)c(=O)c1C#N,-3.7,0,.,-3.2,6,-6,-3,-3,0
CCn1c(SCC(=O)N2CCCc3ccccc32)nc2cccnc21,-0.8,.,1.4,0.1,2,3,6,4,11
O=C(O)c1cccc(-n2cc(-c3cccc(C(F)(F)F)c3)cn2)c1,-0.3,-2,.,-16,-3,-18,-1,6,2
C[C@@H](C(=O)Nc1nc2ccccc2s1)N1C(=O)C2CC=CCC2C1=O (stereo not given in full),-2.0,-3,.,-2.6,-1,2,4,-1,-1
COc1ccccc1N1CCN(C(=O)CSc2nnc(NC(=O)C3CCC3)s2)CC1,-0.9,-26,-0.5,-0.5,1,-5,7,-1,-1
CCOC(=O)C1=C(CC)Nc2ccccc2N=C1NC(=O)c1cc(S(=O)(=O)N(C)C)ccc1Cl,0.2,-6,0.4,-1.0,0,2,14,6,1
Cc1ccc(-c2cnc3c(Cl)c(C)nn3c2)cc1,-1.5,-1,0.8,0.9,-4,4,-3,0,2
CN(C)c1ccc(C(=O)NC2CCCc3ccccc32)cc1 (stereo not given),1.0,-7,-2.1,-0.4,6,2,3,3,-1
CCc1ccc(OCCCC(=O)NCc2ccco2)cc1,-1.1,-4,.,-0.3,12,-11,5,0,-1
CCOC(=O)C1CCN(C(=O)CCn2c(=O)[nH]c3ccsc3c2=O)CC1,-1.4,-17,-0.6,-2.4,3,-3,10,8,-2
CCOC(=O)/C(=C/c1cn(C)c2ccccc12)NC(=O)c1ccccc1,0.2,-4,.,-3.7,-1,0,22,11,-2
Cc1cccc(C)c1OCC(=O)Nn1c(C)nc2ccccc2c1=O,-0.7,-11,.,0.1,4,7,-14,1,2
CC1CCCCN1C(=O)CSc1nnc(-c2ccccc2F)o1 (stereo not given),0.5,-28,7.2,0.9,1,2,-7,8,-1
COc1ccccc1OCCNC(=O)CNC(=O)c1ccc2c(c1)OCO2,-0.6,.,-1.9,-0.3,3,-3,1,0,4
COc1ccc(NC(=O)C2CCCN(c3ncnc4onc(-c5ccc(F)cc5)c34)C2)cc1 (stereo not given),-1.0,-1,1.4,-4.8,-6,0,3,11,-2
Cc1ccc(N(CN2C(=O)C3C4CCC(C4)C3C2=O)C(=O)c2ccco2)cc1 (stereo not given),0.5,-2,.,-3.3,6,4,2,-1,0
CCCCN1CC(COCc2ccccc2)OCCS1(=O)=O (stereo not given),.,5,3.1,-5.3,-10,.,-17,1,1
CCOC(=O)Cc1c(C)c2c(O)cc(O)cc2oc1=O,0.6,-2,0.1,-1.2,15,-1,19,-4,121*
Cc1ccc(CN2CCN(Cc3cccc4c3OCO4)CC2CCO)cc1 (stereo not given),4.1,2,.,-1.1,2,-23,-8,4,0
S=C(NNc1ccnc2cc(Cl)ccc12)Nc1ccccc1Cl,2.2,-16,.,-1.9,8,3,5,4,-1
COc1ccccc1N1CCN(CCCCN2C(=O)C3CCCCN3C2=O)CC1 (stereo not given),0.5,4,-1.4,-0.2,.,-4,6,-2,1
ON=C1/C(=N\O)CC2(C/C1=N/O)OCCO2,1.2,-12,-0.1,2.6,6,5,5,-3,-2
CC1(C)C(=O)CCC2(C)C1=CCC1C2C(=O)CC2(C)C1CCC2(O)C(=O)CO (stereo not given),.,-5,0.8,-3.1,1,.,-4,11,2
COCCNc1nc2c(c(=O)n(Cc3cccc(Cl)c3)c(=O)n2C)n1C,0.3,7,.,-0.5,-3,-2,-4,4,0
CCOC(=O)C1(Cc2ccccc2)CCN(Cc2ccc3cc(NC(C)=O)ccc3n2)CC1,-0.4,-2,1.7,-2.1,-11,-5,4,-12,6
Cc1cc(NC(=O)C2C3C(=O)N(Cc4ccc(Cl)cc4)C(C(=O)NCc4ccccc4)C34C=CC2(C)O4)no1 (stereo not given),2.3,-6,-2.5,-0.8,-2,6,3,-2,0
O=C(c1ccccc1)c1ccc2ccccc2n1,0.3,-27,-17,-0.3,-4,-25,2,-2,0
O=C(/C=C/N1CCN(Cc2ccccc2)CC1)C(F)(F)F,1.9,0,1.3,0.4,7,-5,13,7,0
CCC(C)(C)NC(=O)C1CCN(c2nc(OC)nc(OC)n2)CC1,1.6,3,.,-2.1,-2,6,-4,3,-1
CSc1nc2ccc(S(N)(=O)=O)cc2s1,2.4,8,.,-2.3,6,-9,6,7,1
CCOC(=O)c1cc(-c2cccs2)nc2onc(C)c12,1.2,-2,-1.1,-1.6,1,4,-6,1,42*
CC(C)(C)Nc1nc2ccc([N+](=O)[O-])cc2o1,0.4,?,.,1.3,-15,-4,13,-1,-1

# Whole records, looked up by structure:
# Listed for O=C(/C=C/N1CCN(Cc2ccccc2)CC1)C(F)(F)F = UGM FP inh: 1.9; BoNT-F LC inh: 0; BioA inh: 1.3; FadD28 FP inh: 0.4; PrPC TRFRET: 7; Rv3671c inh: -5; GDH-TPI inh: 13; MazF activator: 7; FBA Mtb inh: 0
# Listed for CCOC(=O)c1cc(-c2cccs2)nc2onc(C)c12 = UGM FP inh: 1.2; BoNT-F LC inh: -2; BioA inh: -1.1; FadD28 FP inh: -1.6; PrPC TRFRET: 1; Rv3671c inh: 4; GDH-TPI inh: -6; MazF activator: 1; FBA Mtb inh: 42*

# Screening results deposited in PubChem BioAssay by several laboratories.
